# From PubChem
# NPY-Y2 PAM-ag: human NPY-Y2 potentiation or agonism, primary screen | P49146 | cells expressing NPY-Y2, potentiator/agonist read-out | activation, % at 3.6 µM | actives 0.45% (n = 220,000) | AID 1359; in the data active means activation above about 27%;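 further: cells stimulated with NPY near EC25 plus isoproterenol at EC100; 0% = vehicle plus submaximal agonist and 100% = vehicle plus saturating agonist; some results beyond the cut were filed as inactive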
# Target sequence (P49146 whole entry, looked up): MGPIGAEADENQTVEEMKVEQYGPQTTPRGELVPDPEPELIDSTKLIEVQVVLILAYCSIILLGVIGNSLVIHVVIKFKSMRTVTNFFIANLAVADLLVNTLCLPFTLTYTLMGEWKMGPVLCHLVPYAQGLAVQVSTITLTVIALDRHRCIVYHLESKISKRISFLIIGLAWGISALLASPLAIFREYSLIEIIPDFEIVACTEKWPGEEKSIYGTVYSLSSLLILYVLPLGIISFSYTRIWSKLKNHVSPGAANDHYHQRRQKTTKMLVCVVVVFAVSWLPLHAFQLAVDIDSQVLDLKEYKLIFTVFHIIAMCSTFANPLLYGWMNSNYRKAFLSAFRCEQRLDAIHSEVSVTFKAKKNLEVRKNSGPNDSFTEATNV
# Runt-CBFb FRET: Runt domain-CBFb interaction inhibition; Q01196+Q13951; Cerulean-Runt/Venus-CBFb FRET ratio 530/480, 1 h; inhibition, % at 20 µM; actives 0.46% (n = 220,000);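 active means inhibition over about 50% at 20 µM in the single-dose screen, limit read from the data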;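 further: 0% = DMSO wells and 100% = excess unlabeled CBFb competitor control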
# Target sequence (Q01196 whole entry, looked up, the tested form may be a part): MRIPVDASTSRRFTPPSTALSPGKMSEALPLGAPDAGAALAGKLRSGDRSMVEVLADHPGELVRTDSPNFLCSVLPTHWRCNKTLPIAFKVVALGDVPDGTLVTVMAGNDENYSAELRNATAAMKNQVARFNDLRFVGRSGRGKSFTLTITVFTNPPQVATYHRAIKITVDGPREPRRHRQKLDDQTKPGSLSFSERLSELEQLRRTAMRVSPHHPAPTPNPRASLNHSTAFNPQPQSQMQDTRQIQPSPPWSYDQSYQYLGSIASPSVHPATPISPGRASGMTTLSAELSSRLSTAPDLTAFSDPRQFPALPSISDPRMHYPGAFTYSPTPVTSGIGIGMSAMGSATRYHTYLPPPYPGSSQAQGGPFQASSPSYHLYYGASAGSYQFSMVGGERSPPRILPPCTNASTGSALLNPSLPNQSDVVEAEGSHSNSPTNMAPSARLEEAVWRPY
# Target sequence (Q13951 whole entry, looked up, the tested form may be a part): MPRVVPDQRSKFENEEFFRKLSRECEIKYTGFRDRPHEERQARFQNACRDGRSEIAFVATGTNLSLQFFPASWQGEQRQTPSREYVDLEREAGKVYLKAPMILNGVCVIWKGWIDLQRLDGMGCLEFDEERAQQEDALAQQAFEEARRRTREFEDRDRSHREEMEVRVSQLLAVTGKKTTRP
#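 Measured by: fluorescence energy transfer, 422 nm excitation, 530/480 nm emission; Assay system: Cerulean-Runt domain; Medium: Tris pH 7.5 buffer with BSA; Measure: loss of energy transfer signal; Controls: 5 µM unlabeled CBFb as full-inhibition high control; Incubation: protein complex preformed 1 h, compound exposure 1 h, room temperature, dark.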
# S1P4 ag: activates the human S1P4 receptor | O95977 | AID 1509 | actives 0.35% (n = 220,000) | S1P4-expressing cell line, agonist reporter assay | activation, % at 4.98 µM; in the data active means activation above about 11%;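 further: 0% = DMSO vehicle and 100% = reference agonist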
# NPY1 pot ag: potentiators or agonists of human neuropeptide Y receptor Y1. actives 0.37% (n = 220,000). NPY-Y1 expressing cells, potentiator/agonist activation. AID 1304. activation, % at 3.6 µM; in the data active means activation above about 33%, passing the limit was not always enough;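 further: cells stimulated with NPY at EC10 then isoproterenol at EC100; 0% = low agonist plus stimulus and 100% = saturating agonist plus stimulus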
# NPY Y1 blocker: blocks the human neuropeptide Y Y1 receptor | HEK293-CNG Y1 cells, membrane potential fluorescence; NPY at EC95, then isoproterenol | actives 1% (n = 200,000) | P25929 | AID 1040 | inhibition, % at 3.6 µM;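 active means inhibition above the campaign mean inhibition of all tested compounds plus 3 SD, cut at about 20% in these data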;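 further: 0% = DMSO wells given NPY plus isoproterenol and 100% = isoproterenol alone without NPY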
#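 Material: HEK293 cells co-expressing NPY Y1 receptor and cyclic-nucleotide gated channel. Timing: compound incubation 1 h at room temperature, readout 45 min post-stimulation. Signal: fluorescence, membrane potential probe.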
# RBBP9 inh: human RBBP9 hydrolase inhibition. O75884. recombinant RBBP9, FP-Rh probe fluorescence polarization. inhibition, % at 7.94 µM. actives 0.2% (n = 220,000). AID 1515;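 active means inhibition above the campaign mean of all tested compounds plus 3 SD, cut at about 14% in these data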;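 further: plate controls were DMSO wells with RBBP9 for no effect and wells lacking RBBP9 protein for full effect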
#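 Measured by – fluorescence polarization · Test system – RBBP9 protein · Input – 2.5 µM RBBP9 dispensing solution, before mixing · Measure – percent inhibition from mP, scaled between DMSO and no-protein wells · Benchmarks – DMSO-treated enzyme wells and wells lacking RBBP9 · Times – preincubation 30 min plus labeling 45 min at 25 °C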
# S1P4 antagonist: human S1P4 receptor antagonism | S1P4-expressing cells, antagonist mode, reporter read-out | O95977 | inhibition, % at 4.98 µM | actives 0.26% (n = 220,000); in the data active means inhibition above about 29%;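 further: 0% = wells stimulated with agonist and 100% = vehicle wells without agonist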
# Ba/F3 V617F tox: reduce viability of Ba/F3 cells dependent on JAK2V617F; Ba/F3 EpoR-JAK2V617F viability, ATP luminescence; actives 1.1% (n = 220,000); AID 1446; inhibition, % at 5.6 µM;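 active means inhibition above the campaign mean plus 3 SD over all tested compounds, cut at about 24% in these data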;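 further: cytokine-independent growth of Ba/F3 cells driven by EpoR plus mutant JAK2; 0% = DMSO-treated cells and 100% = JAK inhibitor I control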
# BaF3 tox: parental Ba/F3 viability inhibition as JAK2V617F counter-screen | actives 1.1% (n = 220,000) | AID 1486 | inhibition, % at 5.6 µM | CellTiter-Glo ATP luminescence;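 active means inhibition above a per-campaign cutoff, the mean inhibition of all tested compounds plus 3 SD, cut at about 27% in these data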;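 further: 0% = DMSO wells and 100% = JAK Inhibitor I control wells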
# * = called active by the depositor; . = no result given.
SMILES,NPY-Y2 PAM-ag,Runt-CBFb FRET,S1P4 ag,NPY1 pot ag,NPY Y1 blocker,RBBP9 inh,S1P4 antagonist,Ba/F3 V617F tox,BaF3 tox
Cc1ccc(-n2c(SCC(=O)N/N=C/C=C/c3ccccc3[N+](=O)[O-])nc3ccccc3c2=O)cc1,1,-2,0.0,-10,8,1,-14,-2,4
CCOC(=O)CN1NC2(CCCCC2)NC1=S,-9,26,-2.4,-12,0,-16,-16,5,4
O=C(c1ccc2c(c1)OCO2)N1CCN(c2ccccc2)CC1,-9,-3,-0.2,7,9,-9,-15,5,4
CCOC(=O)CC1C(=O)NCCN1S(=O)(=O)c1ccc(F)cc1 (configuration not stated),1,0,-1.6,0,-3,-3,-5,4,9
Cc1cc(=O)oc2cc(OCC(=O)OCC(=O)NC(=O)NC(C)C)ccc12,-7,0,0.2,2,1,-10,-10,0,6
CN(C)C(=O)CSc1cccc2cccnc12,-1,2,0.8,0,0,3,-4,-3,-2
O=C(NCCCN1CCOCC1)c1ccc(CS(=O)(=O)c2cccc(C(F)(F)F)c2)o1,15,0,-4.0,3,-1,1,1,-4,-3
Cc1sc2ncnc(NC3CCN(Cc4ccccc4)CC3)c2c1C,-2,0,0.1,-16,7,-1,-15,33*,34*
COc1ccc2nc3oc(C(=O)NC4CCN(Cc5ccccc5)CC4)cc3cc2c1,-14,-2,-0.2,-2,7,3,-3,2,4
O=C(CCNS(=O)(=O)c1ccc(Br)s1)NCc1ccc(F)cc1,2,-1,1.6,-3,-2,-4,7,1,1
Cn1c(SCC2CCCO2)nnc1-c1ccncc1 (configuration not stated),-2,-2,-2.2,-18,-4,-7,-19,-4,-1
CCOc1cc(N2CCOCC2)c(OCC)cc1NC(=O)C1=NN(c2cccc(C)c2)C(=O)CC1,9,-4,0.9,23,-2,-1,-3,2,8
CC(C)C(=O)NC(=S)N1CCc2ccccc21,12,0,0.3,-30,2,-6,-1,0,4
Cc1cc(=O)[nH]c(SCC(=O)Nc2ccc(Cl)cn2)n1,6,0,0.6,8,9,-8,4,5,7
COc1ccc2cc(CCNC(=O)C3CCCC3)c(=O)[nH]c2c1,2,0,0.1,-7,0,-7,-7,-3,7
O=c1[nH]cc(N(CCO)CCO)c(=O)[nH]1,-18,-1,0.3,4,.,-3,-3,1,4
O=C(NCc1ccco1)c1cc2sccc2n1Cc1ccccc1,15,4,-0.8,12,6,-10,-8,4,3
CN1CC2([N+](=O)[O-])CC=C(OCCO)C([N+](=O)[O-])(C1)C2 (configuration not stated),3,1,-0.1,18,0,1,-16,-2,3
CCOC(=O)c1ccc(N2C(=O)C3CC=CCC3C2=O)cc1 (configuration not stated),3,1,-1.7,-9,-1,-12,0,2,6
CCN1C(=O)c2cccc3c(NC(=O)c4ccccc4)ccc1c23,1,-23,-4.2,17,7,1,-3,1,3
Cc1ccc(-c2cc(C(=O)N(C)Cc3cnn(C)c3C)c3cc(Br)ccc3n2)cc1,-16,-11,0.2,-19,2,2,-3,2,5
O=C1S/C(=C\c2ccccn2)C(=O)N1Cc1ccccc1F,16,0,0.0,1,5,-9,-12,-3,5
O=S(=O)(c1cc(Cl)ccc1Cl)N1CC2CCCN2c2ccc(C(F)(F)F)cc21 (configuration not stated),-1,0,-1.0,-7,1,-7,-2,0,6
CC(=O)c1c(C)n([O-])c2cc(C)ccc2[n+]1=O,13,-3,0.4,14,5,-4,-10,-2,0
O=C(Nc1ncc(Cc2ccccc2)s1)c1cccs1,-6,-2,1.0,-15,2,-15,9,1,12

# New compounds follow
SMILES,NPY-Y2 PAM-ag,Runt-CBFb FRET,S1P4 ag,NPY1 pot ag,NPY Y1 blocker,RBBP9 inh,S1P4 antagonist,Ba/F3 V617F tox,BaF3 tox
COc1ccc(Cl)cc1NC(=O)C(C)Sc1nncn1C (configuration not stated),-1,-2,0.0,11,4,-6,-8,-3,6
O=C(CC1SC(=NCC2CCCO2)NC1=O)Nc1cccc2ccccc12 (configuration not stated),0,81*,-0.4,-21,1,-1,-9,2,6
CCOC(=O)c1[nH]c(C)c(C(=O)NCC2CCCO2)c1C (configuration not stated),-1,2,1.8,-30,7,-13,-10,-2,5
CC1=Nc2cccc([N+](=O)[O-])c2NC(=O)C1,-8,0,-0.6,-17,2,-14,-5,4,7
Cc1cccc(C(=O)OC(C)CN2CCOCC2)c1 (configuration not stated),-2,-1,0.9,19,-5,-9,-13,-2,2
CCOC(=O)c1sc(NC(C)=O)c(C(=O)OCC)c1C,2,-2,-0.3,9,4,-8,-2,3,4
CC(=O)Nc1ccc2c(c1)nc(CCNC(=O)c1ccccc1)n2C,-6,0,-1.4,-8,-6,-9,5,1,3
Cc1ccc2c(c1)c(N=NC(N)=S)c(O)n2Cc1ccccc1,-1,-4,0.7,-9,-3,3,-17,-1,-2
COc1ccc(-n2c(=O)c3c4c(sc3n(CC(=O)NC3CCCC3)c2=O)CCCC4)c(OC)c1,13,-2,1.6,7,-5,-6,0,2,3
CCn1c2ccccc2c2cc(NC(=O)COC(=O)c3ccccc3Br)ccc21,12,4,0.5,-7,3,-12,-5,5,5
CC1C/C(=N\NC(=O)CCc2ccc(S(=O)(=O)N3CCOCC3)cc2)CC(C)(C)C1 (configuration not stated),7,0,-0.2,16,2,-4,-18,-2,4
Cc1cccc(-c2ncc(CN3CCCC(CO)(Cc4cccc(Cl)c4)C3)cn2)c1 (configuration not stated),-20,-2,0.8,-3,4,-7,-23,-3,0
Cc1cccc(NC(=O)CS(=O)(=O)Cc2ccccc2)n1,13,4,-0.1,1,-4,1,-3,-4,-1
CCOc1ccc(-n2c(=O)c3sccc3n(Cc3cccc([N+](=O)[O-])c3)c2=O)cc1,-10,0,0.6,2,-5,-4,12,0,5
Cc1ccc(N2C(=O)CC(C3CCCO3)C2=O)cc1 (configuration not stated),-12,-1,-1.1,-14,-1,0,12,-1,3
Cc1ccc(C(=O)O)cc1S(=O)(=O)N1CCOCC1,16,1,-3.1,0,1,3,-7,0,0
O=C(Nc1ccc(F)c(Cl)c1)C1CC(=O)n2c(nc3ccccc32)N1 (configuration not stated),-1,-2,0.3,4,5,-3,-3,0,4
N#Cc1c(/N=C/c2cccs2)sc2c1CCC2,8,6,0.4,-4,5,-6,1,-2,2
CCNc1nnc(-c2ccncc2)s1,3,0,-0.5,-16,0,-10,2,2,5
CC(=O)c1ccc(NC(=S)Nc2ccc(N3CCOCC3)cc2)cc1,10,9,0.5,-2,-2,2,5,-2,1
O=C(CSc1nc2ccccc2s1)Nc1ccc(Cl)c(C(=O)O)c1,2,16,-0.1,1,11,-7,-1,4,2
O=C1CCCN1c1ccc(S(=O)(=O)N2CCN(c3ccccc3)CC2)cc1,11,2,1.2,12,-2,-1,0,-3,5
CCOc1ccc(CN(C)C(=O)c2cccnc2OCC)cc1OC,-3,0,2.0,0,7,3,-21,-3,2
Cc1ccc(NC(=O)CSc2nc3c([nH]c4ccccc43)c(=O)n2C)cc1,-1,0,0.7,9,2,-8,-7,2,7
Cc1cccn2c(=O)c3cc(C(=O)NCCc4ccccc4)c(=N)n(CCCn4ccnc4)c3nc12,1,9,6.0,3,1,-5,-12,4,7

# Sorted by number of heavy atoms (smallest number first): part of the list above.
SMILES,NPY-Y2 PAM-ag,Runt-CBFb FRET,S1P4 ag,NPY1 pot ag,NPY Y1 blocker,RBBP9 inh,S1P4 antagonist,Ba/F3 V617F tox,BaF3 tox
CCNc1nnc(-c2ccncc2)s1,3,0,-0.5,-16,0,-10,2,2,5
CC1=Nc2cccc([N+](=O)[O-])c2NC(=O)C1,-8,0,-0.6,-17,2,-14,-5,4,7
N#Cc1c(/N=C/c2cccs2)sc2c1CCC2,8,6,0.4,-4,5,-6,1,-2,2
Cc1cccc(C(=O)OC(C)CN2CCOCC2)c1 (configuration not stated),-2,-1,0.9,19,-5,-9,-13,-2,2
CCOC(=O)c1sc(NC(C)=O)c(C(=O)OCC)c1C,2,-2,-0.3,9,4,-8,-2,3,4
Cc1cccc(NC(=O)CS(=O)(=O)Cc2ccccc2)n1,13,4,-0.1,1,-4,1,-3,-4,-1
Cc1ccc2c(c1)c(N=NC(N)=S)c(O)n2Cc1ccccc1,-1,-4,0.7,-9,-3,3,-17,-1,-2
O=C(CSc1nc2ccccc2s1)Nc1ccc(Cl)c(C(=O)O)c1,2,16,-0.1,1,11,-7,-1,4,2
O=C(Nc1ccc(F)c(Cl)c1)C1CC(=O)n2c(nc3ccccc32)N1 (configuration not stated),-1,-2,0.3,4,5,-3,-3,0,4
O=C1CCCN1c1ccc(S(=O)(=O)N2CCN(c3ccccc3)CC2)cc1,11,2,1.2,12,-2,-1,0,-3,5
CC1C/C(=N\NC(=O)CCc2ccc(S(=O)(=O)N3CCOCC3)cc2)CC(C)(C)C1 (configuration not stated),7,0,-0.2,16,2,-4,-18,-2,4
COc1ccc(-n2c(=O)c3c4c(sc3n(CC(=O)NC3CCCC3)c2=O)CCCC4)c(OC)c1,13,-2,1.6,7,-5,-6,0,2,3
Cc1cccn2c(=O)c3cc(C(=O)NCCc4ccccc4)c(=N)n(CCCn4ccnc4)c3nc12,1,9,6.0,3,1,-5,-12,4,7

# Carrying on:
SMILES,NPY-Y2 PAM-ag,Runt-CBFb FRET,S1P4 ag,NPY1 pot ag,NPY Y1 blocker,RBBP9 inh,S1P4 antagonist,Ba/F3 V617F tox,BaF3 tox
CCN(C(=O)COc1cc(=O)n(C)c2ccccc12)c1cccc(Cl)c1,-8,-4,-0.5,-11,-2,-9,-2,-1,3
CC(=O)Nc1ccc(NC(=O)C(Cc2ccccc2)NC(=O)C2CCC(C)CC2)cc1 (configuration not stated),-10,0,0.6,-2,0,-1,-1,-1,-1
COC(=O)c1cc(NC(=O)N2c3ccccc3Sc3ccccc32)cc(C(=O)OC)c1,-11,2,-1.1,-5,5,0,-15,-4,0
Cc1cc(C)n(-c2nc(N(C)C)nc(N3CCOCC3)n2)n1,-5,3,0.6,3,-1,-6,-19,-3,5
COc1cccc(C2C3=C(CC(C)(C)CC3=O)Nc3n[nH]c(C)c32)c1 (configuration not stated),12,-2,1.6,3,2,-9,0,0,1
Cc1occc1C(=O)N/N=C/C=C\c1ccccc1[N+](=O)[O-],10,1,-1.0,8,-1,-5,7,4,8
